High-throughput results from PubChem.
GDH-TPI counter = counter-screen for M. tuberculosis FBA inhibitors: GDH-TPI coupled enzymes; GDH-TPI coupled enzyme counterscreen, NADH absorbance; inhibition, % at 4.8 µM; hit rate 1.2% among 360,000; in the data active means inhibition above about 30%;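 further: 0% = DMSO wells and 100% = wells lacking the enzyme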
Mtb FBA inh = Mtb fructose-bisphosphate aldolase inhibition. P9WQA3. purified M. tuberculosis FBA, fluorescence read-out. inhibition, % at 1 µM. hit rate 2.3% among 360,000; in the data active means inhibition above about 27%;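 further: 0% = vehicle and 100% = reference inhibitor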
Target sequence (P9WQA3 whole entry, looked up): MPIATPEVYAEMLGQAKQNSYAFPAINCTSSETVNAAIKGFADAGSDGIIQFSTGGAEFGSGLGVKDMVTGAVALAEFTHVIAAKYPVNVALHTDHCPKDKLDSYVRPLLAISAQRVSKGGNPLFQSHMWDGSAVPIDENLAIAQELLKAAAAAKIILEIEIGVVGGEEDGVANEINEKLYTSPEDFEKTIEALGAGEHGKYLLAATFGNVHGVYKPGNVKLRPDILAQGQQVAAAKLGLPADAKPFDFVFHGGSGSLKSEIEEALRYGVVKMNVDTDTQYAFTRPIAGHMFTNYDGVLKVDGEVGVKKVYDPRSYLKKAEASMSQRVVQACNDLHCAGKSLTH
PfHsp40 yeast = restores yeast growth despite PfHsp40 toxicity; S. cerevisiae expressing PfHsp40, growth rescue, ATP luminescence; growth rescue, % at 12.5 µM; AID 504582; hit rate 0.68% among 340,000; in the data active means growth rescue above about 28%, passing the limit was not always enough; inconclusive means no clear call, values can overlap the other calls;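 further: yeast W303a lacking pdr1 and pdr3 grown in galactose medium; growth measured after three days at 30 °C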
BoNT A protease = inhibitors of Botulinum neurotoxin A light chain protease. multiplex microsphere protease substrate cleavage, flow cytometry. inhibition, % at 10 µM. hit rate 0.17% among 360,000. AID 588499; further: plate controls were buffer without enzyme for full effect and enzyme alone for no effect
BoNT-F LC inh = BoNT F light chain protease inhibition; Multiplex microsphere protease cleavage assay, flow cytometry; inhibition, % at 10 µM; hit rate 0.22% among 360,000; in the data active means inhibition above about 35%, passing the limit was not always enough; inconclusive means no clear call, values can overlap the other calls; further: plate controls were buffer without enzyme for full effect and enzyme alone for no effect
UGM FP inh = blocks M. tuberculosis UGM enzyme; P9WIQ1; purified UGM, fluorescence polarization probe displacement; inhibition, % at 10 µM; hit rate 0.06% among 320,000; AID 504406; in the data active means inhibition above about 10%, passing the limit was not always enough; inconclusive means no clear call, values can overlap the other calls
Target sequence (P9WIQ1 whole entry, looked up): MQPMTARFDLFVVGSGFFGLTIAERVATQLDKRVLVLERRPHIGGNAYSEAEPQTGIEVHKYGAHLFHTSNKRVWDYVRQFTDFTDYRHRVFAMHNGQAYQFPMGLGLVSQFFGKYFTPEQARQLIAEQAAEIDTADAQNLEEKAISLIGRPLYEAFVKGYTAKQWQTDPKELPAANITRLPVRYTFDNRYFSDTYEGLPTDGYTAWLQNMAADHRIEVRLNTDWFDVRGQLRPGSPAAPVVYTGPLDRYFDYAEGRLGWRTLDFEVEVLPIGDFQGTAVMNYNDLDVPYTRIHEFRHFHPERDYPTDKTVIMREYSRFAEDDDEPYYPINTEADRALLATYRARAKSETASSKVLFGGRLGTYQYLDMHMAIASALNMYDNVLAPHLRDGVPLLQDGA
Anthrax LF prot = inhibitors of Bacillus anthracis lethal factor protease; AID 588501; multiplex microsphere protease cleavage assay, LF; hit rate 0.12% among 360,000; inhibition, % at 10 µM; further: plate controls were buffer without enzyme for full effect and enzyme alone for no effect
BioA inh = inhibitors of Mycobacterium tuberculosis BioA enzyme | purified M. tuberculosis BioA enzyme, plate reader | hit rate 0.096% among 360,000 | inhibition, % at 9.99 µM; in the data active means inhibition above about 40%; inconclusive means no clear call, values can overlap the other calls
FadD28 binding = M. tuberculosis FadD28 bisubstrate binding inhibition; FadD28 bisubstrate probe binding, fluorescence polarization; inhibition, % at 12.5 µM; hit rate 0.22% among 360,000; AID 588549; in the data active means inhibition above about 8.5%, passing the limit was not always enough; inconclusive means no clear call, values can overlap the other calls
* marks the source's active call; other numbers are inactive results; ? = inconclusive; . = no result given; & = joins results of further samples. Unless noted, no stated cut-off is given here; in the data, active means inhibition above about 30%; inconclusive means no clear call, values can overlap the other calls; inactive means below that.

SMILES | GDH-TPI counter | Mtb FBA inh | PfHsp40 yeast | BoNT A protease | BoNT-F LC inh | UGM FP inh | Anthrax LF prot | BioA inh | FadD28 binding
O=C1C2C3C=CC(C4CC34)C2C(=O)N1/N=C/c1ccc([N+](=O)[O-])o1 (stereo unspecified) | 15 | 4 | 0.4 | -0.9 | -5 | -4.1 | -4 | . | -1.9
C[C@H]1COC(=O)[C@H](Cc2ccc(F)cc2)C/C=C\C[C@@H](CC(=O)N(CCO)Cc2ccccc2)C(=O)N1 | 7 | 2 | 55* | -0.3 | -6 | -0.7 | 2 | 0.3 | 0.4
Cc1nnc(-c2cnn(-c3ccccc3)c2N)n1Cc1ccccc1 | -20 | -1 | -0.1 | -1.0 | -2 | 3.9 | -3 | 4.2 | -3.6
CC(=O)Nc1ccc(S(=O)(=O)Nc2cc(C)cn(Cc3ccc(C)cc3)c2=O)cc1 | 7 | 0 | -0.8 | 1.1 | -15 | -0.6 | -6 | 1.4 | -3.5
CCCN(CCC)C(=O)Cn1c2ccccc2c2nc(=O)cc(C)n21 | 7 | 7 | 0.9 | -0.8 | -6 | -1.3 | -8 | 0.2 | -0.2
C[C@H](CO)N1C[C@H](C)[C@@H](CN(C)Cc2ccc3c(c2)OCCO3)OCc2cnnn2CCCC1=O | -3 | -3 | . | -0.1 | 2 | . | -6 | -1.2&-1.1 | -3.1
COc1ccc(/C=C(/NC(=O)c2ccccc2)C(=O)NC2CCS(=O)(=O)C2)cc1 (stereo unspecified) | -2 | -4 | 1.0 | 0.6 | 0 | 0.3 | 1 | -0.7 | -1.8
CCN(CC)S(=O)(=O)c1cc(NS(=O)(=O)c2ccccc2)ccc1C | 10 | -1 | -0.6 | -0.6 | -6 | -4.2 | 1 | . | 2.6
O=C(NNC(=S)NC(=O)c1ccc(Br)cc1)c1ccc([N+](=O)[O-])cc1 | 12 | -2 | 0.5 | -0.2 | -24 | 5.2 | 6 | -0.4 | -1.2
CCCC(CCC)C(=O)O | -2&-2 | -2&0 | -1.5&-1.5 | 0.2&-0.6 | -1&-18 | 1.1&2.1 | -5&-1 | -0.9&-1.1 | -3.8&-0.9
CC(=O)N1N=C(N)SC1(C)C | 0 | 1 | -1.1 | -0.2 | 3 | 2.0 | -4 | -1.5 | -1.7
CC(=O)N1CCc2cc(Br)cc(S(=O)(=O)NCC3CCCO3)c21 (stereo unspecified) | -3 | 4 | 1.1 | 0.9 | 16 | -1.3 | 1 | 4.7 | -0.7
O=C(Nc1ccc(-c2noc(CCc3ccccc3)n2)cc1)c1ccco1 | -1 | -2 | 22 | -0.2 | -20 | 0.9 | -2 | 0.3 | -9.4
CCOc1cccc(/C=N/NC(=O)c2cc(-c3cccn3C)n[nH]2)c1O | 8 | 2 | 36* | -2.4 | -3 | 5.0 | 5 | . | -3.5
O=C(NC1CCCCC1)c1cc(-c2ccc(O)cc2)on1 | -5 | -1 | -0.7 | 2.0 | 0 | 8.5 | -1 | 3.4 | -4.2
COc1ccc(C(=O)OCC(=O)c2ccc(C)c(S(=O)(=O)N3CCOCC3)c2)cc1OC | 8 | 2 | 1.0 | 0.5 | -2 | 1.7 | -3 | 0.1 | -0.2
Cc1ccnc(SCC(=O)N2CCc3ccccc3C2)n1 | -1 | 3 | 0.4 | -0.4 | -5 | 0.8 | -1 | . | -1.2
N[C@@H](Cc1ccc(O)c(O)c1)C(=O)O | -11 | 1 | -0.9 | 0.1 | -2 | . | -4 | 0.3 | -0.4
Oc1oc(-c2ccccc2)nc1C=NCc1ccccc1 | 49* | -4 | 0.5 | 1.0 | -2 | 6.9 | 0 | 3.1 | -2.1
CCc1nc(N2CCC3(CC2)OCCO3)c2nnn(Cc3ccccc3)c2n1 | 1 | 8 | 1.2 | -1.2 | -2 | 1.5 | 0 | -0.6 | 0.0

Some of the entries so far, field by field.
compound: O=C(NC1CCCCC1)c1cc(-c2ccc(O)cc2)on1
  GDH-TPI counter: -5 | Mtb FBA inh: -1 | PfHsp40 yeast: -0.7 | BoNT A protease: 2.0 | BoNT-F LC inh: 0 | UGM FP inh: 8.5 | Anthrax LF prot: -1 | BioA inh: 3.4 | FadD28 binding: -4.2

compound: CC(=O)N1N=C(N)SC1(C)C
  GDH-TPI counter: 0 | Mtb FBA inh: 1 | PfHsp40 yeast: -1.1 | BoNT A protease: -0.2 | BoNT-F LC inh: 3 | UGM FP inh: 2.0 | Anthrax LF prot: -4 | BioA inh: -1.5 | FadD28 binding: -1.7

compound: COc1ccc(C(=O)OCC(=O)c2ccc(C)c(S(=O)(=O)N3CCOCC3)c2)cc1OC
  GDH-TPI counter: 8 | Mtb FBA inh: 2 | PfHsp40 yeast: 1.0 | BoNT A protease: 0.5 | BoNT-F LC inh: -2 | UGM FP inh: 1.7 | Anthrax LF prot: -3 | BioA inh: 0.1 | FadD28 binding: -0.2

(further entries)
SMILES | GDH-TPI counter | Mtb FBA inh | PfHsp40 yeast | BoNT A protease | BoNT-F LC inh | UGM FP inh | Anthrax LF prot | BioA inh | FadD28 binding
CCOC(=O)c1ccc(NC(=O)C2CC(=O)N(c3ccc4c(c3)OCCO4)C2)cc1 (stereo unspecified) | 8 | 1 | 0.1 | -1.0 | 5 | . | -3 | -0.8 | 0.3
COc1cc2c(cc1OC)-c1n[nH]c(=S)n1C(C)(C)C2 | 3 | 4 | -0.6 | -1.2 | -5 | 1.0 | -12 | -1.6 | -1.4
Nc1nnc(C2CCCC2)s1 | -3 | 1 | -2.4 | -0.9 | -6 | -2.8 | -4 | -0.7 | -3.4
Cc1ccc2cccnc2c1N | -4 | 2 | -0.2 | -0.8 | -2 | -2.5 | 4 | -1.5 | -1.9
O=C(NCC(c1cccs1)N1CCOCC1)c1cccc(S(=O)(=O)Nc2ccc(F)cc2)c1 (stereo unspecified) | 4 | 0 | -0.2 | -0.7 | -6 | . | 0 | -0.6 | -2.5
CC(C)CC(CO)NS(=O)(=O)c1cccc(Cl)c1F (stereo unspecified) | -12 | 3 | 0.5 | -0.1 | -1 | . | 5 | -1.5 | -1.4
Cc1cc(Cl)ccc1OCCCC(=O)Nc1cccnc1 | -2 | 0 | 5.7 | 0.0 | -2 | 0.6 | -2 | 12 | -5.3
CC(=O)Oc1ccc(/C=N/NS(=O)(=O)c2ccc(C)cc2)c(OC(C)=O)c1 | 12 | 1 | 0.7 | -4.4 | 13 | 3.8 | -15 | -0.1 | -3.7
COCCN(C(=O)Cc1cccs1)c1nnc(-c2ccncc2)s1 | 6 | 12 | 0.5 | 0.1 | -22 | 0.3 | 1 | -0.6 | -0.1
CCCCCCC1CC(=O)NC(=S)N1 (stereo unspecified) | -11 | -4 | -0.9 | -1.1 | 1 | 3.9 | -3 | . | -4.2
COc1ccccc1CNS(=O)(=O)c1ccc2c(c1)CC(C)N2C(=O)C1CCC1 (stereo unspecified) | -1 | -1 | 0.2 | 0.0 | -3 | -2.6 | 1 | 0.8 | -4.9
Nc1nc2c(F)c(F)c(F)cc2s1 | 3 | 4 | 5.0 | -0.5 | -4 | 3.2 | -3 | . | -0.8
COc1cc2c(c3ccccc13)CCCC2=O | 11 | 110* | 0.1 | 0.8 | 3 | . | -2 | -1.2 | -0.4
CCCNC(=O)N1CCN(S(=O)(=O)c2ccc(C)c(C)c2)CC1 | 8 | 1 | -1.2 | -1.5 | -11 | 2.0 | -2 | 1.0 | -3.7
COc1ccc(CN(C)S(=O)(=O)c2nnc(NC(=O)c3ccccc3)s2)cc1OC | 22 | -1 | 0.2 | 0.3 | 4 | 4.1 | -1 | -2.2 | -3.1
O=C(CNCC1CCCO1)N1CCCCCC1 (stereo unspecified) | 6 | 5 | -0.1 | 0.8 | 2 | 0.7 | -2 | . | -0.7
Cc1nn(-c2ccccc2)c2nc(N)c(C(N)=O)cc12 | 20 | 71* | 0.7 | -1.4 | 28 | 0.7 | -3 | -0.3 | -1.5
CCOC(=O)C(C(C)=O)C(c1ccc(OCCC(C)C)cc1)C(C(C)=O)C(=O)OCC (stereo unspecified) | 6 | 0 | 6.6 | -0.2 | -2 | 0.5 | -2 | -1.5 | 0.5
O=C(Cc1cccs1)Nc1ccc([N+](=O)[O-])cc1 | 12 | 0 | 1.6 | -1.8 | ? | 0.9 | 2 | 0.3 | -1.4
Cc1ccc(NC(=O)c2cccc3c2C(=O)N(C2CCCCC2)C3)c(C)c1 | 14 | 4 | -0.9 | -0.8 | 4 | 5.2 | -2 | -0.6 | -2.4
O=C(Cc1ccccc1)N1CCN(C(=O)c2ccco2)CC1 | -9 | -1 | -1.0 | -0.9 | -9 | -1.0 | -2 | . | -5.0
O=C(CN1CCSC1=NCc1ccccc1)c1ccccc1 | 1 | -4 | 0.3 | -0.1 | 1 | -0.9 | -2 | . | -4.3
Cn1c(=O)n(C)c2cc(NS(=O)(=O)c3ccccc3[N+](=O)[O-])ccc21 | 2 | 0 | -0.9 | . | . | 4.0 | . | -0.7 | -0.4
COc1ccc(-c2nn(-c3ccccc3)cc2/C=C(/C#N)C(N)=O)cc1[N+](=O)[O-] | 5 | -7 | -1.1 | 0.7 | 0 | -2.5 | -1 | 0.3 | -5.3
COc1ccc(C(=O)C[n+]2ccc3ccccc3c2C)cc1 | 28 | 4 | -0.2 | . | . | -0.1 | . | -0.6 | -0.9
CCOc1ccc(NC(=O)c2ccc(NS(=O)(=O)c3cccc4cccnc34)cc2)cc1 | 10 | 0 | 0.0 | . | . | . | . | -1.1 | -0.2
CC1NC(=O)c2cc3ccccc3cc2-n2c1nc1cc(F)ccc1c2=O (stereo unspecified) | 9 | -2 | . | -0.6 | -4 | . | 0 | 1.6 | -2.7
COC(=O)CCn1nc(-c2ccc(Cl)cc2)c2ccccc2c1=O | 6 | 4 | 1.1 | -1.4 | -11 | -2.7 | -1 | . | -0.4
COc1ccc(-c2nc(SC)n(S(=O)(=O)c3ccccc3)n2)cc1 | -5 | 2 | 0.9 | 1.5 | -18 | 1.8 | 2 | -0.2 | -1.2
COc1ccc(CN(CCC(c2ccco2)C(C)C)C(C)=O)cc1OC (stereo unspecified) | 9 | 1 | -0.3 | -2.7 | ? | -0.7 | 1 | 0.8 | -1.6
C#CCOC(=O)Nc1cc(C)n(-c2ccccc2)n1 | 7 | -2 | 0.9 | 0.3 | -4 | -1.9 | 0 | . | -2.8
CCN(CC)c1ccc2cc(C(N)=O)c(=N)oc2c1 | -2 | -23 | -2.8 | 1.0 | 0 | 5.3 | -2 | . | -1.7
NC(=O)c1cnn(-c2cc(Oc3ccccc3)ncn2)c1N | 5 | 5 | 0.7 | -0.9 | -7 | -4.4 | 0 | -1.7 | -1.1
CC1(C)CC(=O)C(=CN2CCOCC2)C(=O)C1 | 8 | -4 | -0.9 | -1.4 | -8 | 0.4 | -2 | 2.1 | 0.9
CC[C@H](C)C(=O)O[C@H]1CCC=C2C=C[C@H](C)[C@H](CC[C@@H]3C[C@@H](O)CC(=O)O3)[C@H]21 | 1 | -3 | 0.8 | 0.3 | 5 | -1.6 | -5 | 0.8 | -4.9
CCSc1nnc(NC(=O)Cc2cccc(OC)c2)s1 | 11 | -1 | 4.5 | 0.5 | -11 | 0.9 | 0 | 1.1 | -2.0
CCS(=O)(=O)N1CCN(c2ccc([N+](=O)[O-])c(NCc3cccnc3)c2)CC1 | 9 | -17 | -0.1 | -0.6 | -6 | -1.0 | -1 | . | -1.7
CCOc1cc(/C=N/NC(=O)c2cccc([N+](=O)[O-])c2)ccc1OS(=O)(=O)c1ccccc1 | -2 | -1 | 2.3 | -0.9 | 8 | 2.6 | -6 | -1.8 | -2.2
O=C(c1ccc(S(=O)(=O)N2CCOCC2)cc1)N(c1cccc(Cl)c1)C1C=CS(=O)(=O)C1 (stereo unspecified) | 1 | 1 | 0.2 | 0.5 | 2 | 3.8 | 0 | 4.1 | -2.5
CC(C)c1nnc(NC(=O)CC(C)c2ccccc2)s1 (stereo unspecified) | -2 | -1 | -1.0 | 1.1 | -9 | -1.0 | 9 | -2.1 | -2.9
Cc1ccc(C(=O)NCC(=O)NC2CCC(C)CC2)s1 (stereo unspecified) | 8 | -1 | -0.2 | -2.8 | -4 | -0.6 | 4 | -1.0 | .
COc1ccc(-c2cc(-c3ccccc3)n3ncnc3n2)cc1 | 33* | 170* | 3.7 | -0.4 | -4 | 3.0 | -4 | 7.5 | -5.1
